Source: PubChem
GLP1R inv ag = qHTS of GLP-1 Receptor Inverse Agonists (Inhibition Mode); Glucagon-like peptide 1 receptor (Homo sapiens), P43220; HEK293 GLP-1R CRE-luciferase, luminescence, 24 h; GLP-1R form is constitutively active; hit rate 1.6% among 410,000; Potency, µM (series often up to 38.3 µM), without a hit: at the top dose activity change, negative = inhibition, usual class: inhibitors; note: potency is the fitted concentration of half-maximal effect; % is set by controls: 0 for no effect and ±100 for the full control effect; nearly all actives have a fitted effect of over 55% in size
Target sequence (P43220 whole entry, looked up): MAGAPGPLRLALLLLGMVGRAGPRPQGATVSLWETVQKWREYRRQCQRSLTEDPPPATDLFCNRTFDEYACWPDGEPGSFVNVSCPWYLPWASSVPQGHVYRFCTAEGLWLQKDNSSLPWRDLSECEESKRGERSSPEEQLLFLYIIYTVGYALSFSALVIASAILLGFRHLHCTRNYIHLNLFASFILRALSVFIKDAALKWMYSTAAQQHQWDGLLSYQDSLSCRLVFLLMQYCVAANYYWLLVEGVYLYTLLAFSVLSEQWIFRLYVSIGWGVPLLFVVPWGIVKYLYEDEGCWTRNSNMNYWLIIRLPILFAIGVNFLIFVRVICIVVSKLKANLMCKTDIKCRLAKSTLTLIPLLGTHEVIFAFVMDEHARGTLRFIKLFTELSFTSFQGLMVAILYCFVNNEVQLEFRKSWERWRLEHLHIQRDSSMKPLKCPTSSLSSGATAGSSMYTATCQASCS
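Stable HEK293 clone (constitutively active GLP-1R + cAMP-response luciferase); 200 cells/uL plated, 12 h pre-culture, compound 24 hr, 37 deg C/5% CO2; detection reagent 12 min RT; luminescence.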
DRD3 agonist = qHTS of D3 Dopamine Receptor Agonist: qHTS | max activation, % | hit rate 0.58% among 410,000 | D3R DiscoveRx beta-arrestin cells, luminescence, 90 min | D(3) dopamine receptor (Homo sapiens), P35462; in the data active = max activation above about 30%; note: 0% is about no effect; mostly tested at two doses, the higher about 12 µM
Target sequence (P35462 whole entry, looked up): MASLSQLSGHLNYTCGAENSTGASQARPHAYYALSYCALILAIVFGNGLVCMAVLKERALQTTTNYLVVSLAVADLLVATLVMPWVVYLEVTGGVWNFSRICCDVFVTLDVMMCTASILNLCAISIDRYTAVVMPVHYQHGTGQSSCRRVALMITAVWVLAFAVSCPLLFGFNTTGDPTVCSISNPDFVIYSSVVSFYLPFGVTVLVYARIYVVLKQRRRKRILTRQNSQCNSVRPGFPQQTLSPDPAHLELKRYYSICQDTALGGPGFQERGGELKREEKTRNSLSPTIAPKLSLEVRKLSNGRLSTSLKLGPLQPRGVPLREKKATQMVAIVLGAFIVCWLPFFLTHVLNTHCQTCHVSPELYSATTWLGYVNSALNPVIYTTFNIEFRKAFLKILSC
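Agonist mode: compounds and dopamine controls were applied to plated cells for 90 min at 37 degrees C after an overnight attachment at 1500 cells/well. Luminescent read-out followed 30 - 60 minutes at room temperature with DiscoveRx detection reagent.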
GLP1R cytotox = qHTS of GLP-1 Receptor Inverse Agonists: Cytotox Screen | HEK293 cAMP-luciferase reporter cells, luminescence, 24 h | Potency, µM (top dose mostly 38.3 µM), for the others: top-dose activity change, negative = inhibition, most hits filed as inhibitors | hit rate 0.13% among 410,000 | AID 624418, 2012;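 note: loss of luciferase light is scored as toxicity; potency is the fitted concentration of half-maximal effect; % is set by controls: 0 for no effect and ±100 for the full control effect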
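Quantitative HTS format, 1536 wells, 200 cells/uL seeded. Compounds: 23 nL, 24 h, 37 °C. Detection: luciferase reagent, luminescence at 12 min RT; decreased signal taken as cytotoxic.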
D3 antag = qHTS of D3 Dopamine Receptor Antagonist: qHTS. D(3) dopamine receptor (Homo sapiens), P35462. D3R cells, DiscoveRx beta-arrestin luminescence, antagonist mode; active compounds read low. max response, negative = inhibition, %. hit rate 2.5% among 360,000. AID 652054, 2013; in the data active = max response below about -50%; inconclusive = no clear call, values can overlap the other calls; note: % is set by controls: 0 for no effect and ±100 for the full control effect; mostly tested at two doses, the higher about 12 µM
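Cells plated overnight at 1500 cells/well, then exposed to library compounds with dopamine controls for 90 minutes at 37 degrees C. DiscoveRx reagent added for 30–60 minutes at room temperature; luminescence read, quantitative HTS format.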
KB-V1 MDR tox = qHTS assay for MDR1-selective chemotherapeutics: Primary screen using the drug-selected MDR subline cells KB-V1; hit rate 3.4% among 400,000; Potency, µM (doses to about 46.1 µM), inactives show top-dose activity change, negative = cytotoxicity, hits mostly cytotoxic; KB-V1 MDR cells viability, CellTiter-Glo, 72 h; note: potency is the fitted concentration of half-maximal effect; % is set by controls: 0 for no effect and ±100 for the full control effect; nearly all actives have a fitted effect of over 60% in size
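Cytotoxicity toward P-gp-expressing KB-V1 cells was determined as loss of CellTiter-Glo luminescence after 72 h at 37 degrees C. Compounds were tested in quantitative HTS format across a concentration range, with curves fitted to normalized data.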
GLP1R ag = qHTS of GLP-1 Receptor Agonists | HEK293 GLP-1R CRE-luciferase, luminescence, 4-6 h; cells express a hypersensitive GLP-1R form | Potency, µM (titrated, usually from 45.6 µM), without a hit: top-dose activation, hits mostly activators | hit rate 0.007% among 380,000 | AID 624172, 2012; note: potency is the fitted concentration of half-maximal effect; % of control where 0% means no effect
TDP43 rescue = qHTS of TDP-43 Inhibitors; TDP-43 expressing yeast growth rescue, BacTiter-Glo, 24 h; Potency, µM (titrated, usually from 46.1 µM), without a hit: top-dose growth rescue (activation), actives largely listed as activators; hit rate 1.8% among 410,000; AID 652104, 2013; note: potency is the fitted concentration of half-maximal effect; % of control where 0% means no effect; nearly all actives have a fitted effect of over 50% in size
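Yeast cells expressing TDP-43 under galactose induction are exposed to compounds for 24 hr at 30 deg C. BacTiter-Glo luminescence measures growth, so protective compounds score as activators.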
aSyn rescue = qHTS of alpha-syn Inhibitors | Yeast expressing alpha-synuclein, growth rescue, BacTiter-Glo, 24 h | Potency, µM (top dose mostly 46.1 µM), inactives show top-dose growth rescue (activation), hits mostly activators | hit rate 0.14% among 370,000; note: potency is the fitted concentration of half-maximal effect; % of control where 0% means no effect; nearly all actives have a fitted effect of over 65% in size
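Galactose-induced alpha-syn yeast (OD600=0.02, raffinose-pregrown) + pinned cpd, 24 hr, 30 deg C; growth by BacTiter-Glo luminescence. Growth restoration scores as activation.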
PTHR1 ag = qHTS for PTHR1 Agonists: Primary Screen; Parathyroid hormone/parathyroid hormone-related peptide receptor (Homo sapiens), Q03431; HEK293 GP2 PTHR1 cells, GloSensor cAMP luminescence, 1 h; Potency, µM (titrated, usually from 115 µM), inactives show top-dose activation, most hits filed as activators; hit rate 0.075% among 410,000; AID 743266, 2014; note: potency is the fitted concentration of half-maximal effect; nearly all actives have a fitted effect of over 55% in size; some results filed as inactive show a strong effect at the top dose; inactives centre near -15; many of its hits are not listed in these tables
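HEK-293-derived GP2 cells expressing PTHR1 and a GloSensor cAMP reporter, 3,000/well, plated overnight, given luciferin plus IBMX (each 0.5 mM as added) for 1 h at 37 °C, then compound for 1 h at 37 °C. Luminescence was read after 15 min at room temperature.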
An asterisk follows results filed as active; i = inactive; u = inconclusive; x = no result given; & = joins results of further samples; [ ] = dose if it differs, or a comment. Unless noted, calls come from the whole dose curve; as a rule, active = well fitted curve in the direction sought with a large enough effect; inconclusive = small, poorly fitted or top-dose-only effect, or another doubt; inactive = no such curve, though single readings can be large; an effect the other way counts as inactive or inconclusive.

SMILES	GLP1R inv ag	DRD3 agonist	GLP1R cytotox	D3 antag	KB-V1 MDR tox	GLP1R ag	TDP43 rescue	aSyn rescue	PTHR1 ag
COCOc1cccc(CN2CCC2(C)C(=O)NCCNC(C)=O)c1 (stereo not drawn)	1%	-11	4%	6	2%	-1%	-9%	-11%	-21%
Brc1ccccc1-c1ccccc1	5%	0&-23	-16%	25	7%	13%	21%	0%	-19%
CC1(C)Cc2noc(N)c2C(C)(C)N1O	-2%	1	-21%	u	1%	-5%	-11%	-4%	i
CCN1CCN(c2oc(-c3ccc([N+](=O)[O-])cc3)nc2C#N)CC1	1%	8	5%	-27	-17%	4%	-4%	0%	-7%
CC1CCN(C2=C(NS(=O)(=O)c3ccccc3)C(=O)c3ccccc3C2=O)CC1	u	-11	-35%	-2	-6%	20%	1%	-3%	-11%
Cc1cc(C)c2nc(C)cc(N/N=C/c3ccc(O)cc3)c2c1	u	-18	1%	u	u	-10%	-7%	-3%	i
CCOC(=O)c1sc(N)c(C(N)=O)c1C	2%	5	-12%	14	0%	9%	-10%	0%	i
O=C(COc1ccc(F)cc1Cl)Nc1cc(S(=O)(=O)N2CCOCC2)ccc1N1CCCCC1	u	-14	-8%	-5	u	9%	0%	1%	i
O=C(CCN1C(=O)c2ccccc2C1=O)Nc1cccc(S(=O)(=O)NC2=NCCC2)c1	-18%	0	-26%	11	0%	2%	-14%	1%	i
COc1ccc(S(=O)(=O)NCCS(=O)(=O)N2CCN(c3ccccc3F)CC2)cc1	u	-11	-1%	x	x	x	27%	x	-23%
N/C(=N\OC(=O)Cc1cccs1)c1ccc(Cl)cc1	-11%	4	14%	-1	16%	1%	10%	-13%	i
Cc1nn(Cc2ccccc2Cl)c(C)c1C(=O)N1CCN(c2ccccc2)CC1	0%	-3	-4%	-8	-22%	6%	u	5%	-9%[57.5 µM]
CCOC(=O)N1CCc2c(sc3c2C(=O)NC(c2ccccc2F)N3)C1 (stereo not drawn)	-20%	2	-16%	x	0%	x	16%	x	i
CCC1=Nc2ccc(Br)cc2C(c2ccccc2)N1CC(=O)OC (stereo not drawn)	u	-10	-14%	-14	-7%	0%	23%	6%	-7%
COc1cc(/C=N/NC(=O)C(Cc2c[nH]c3ccccc23)NC(=O)OCC(C)C)cc([N+](=O)[O-])c1OCc1ccccc1 (stereo not drawn)	5%	-1	14%	0	5%	15%	u	1%	-26%
CCCCNC(=O)CSc1nc(CCC)nc2ccccc12	u	3	21%	21	-14%	-1%	14%	0%	-8%
Cc1ccccc1CNC(=O)CC1C(=O)NCCN1Cc1c(F)cccc1Cl (stereo not drawn)	-9%	-6	-8%	-8	-6%	19%	-14%	0%	-3%
O=C(NCC(c1ccc(F)cc1)N1CCOCC1)c1ccccc1F (stereo not drawn)	17%	-3	-2%	10	-3%	10%	16%	0%	i
CN(C)c1cccc(C(=O)N2CCC(c3ccncc3)CC2)c1	1%	-9	-5%	x	2%	x	0%[9.22 µM]	x	-2%
CC(=O)N1CCN(c2ccc(NC(=O)c3ccco3)cc2Cl)CC1	13%	1	7%	-8	-30%	8%	-4%	-6%	-8%
COc1ccc(Br)c(C(=O)OCC(=O)NC2CCCCCCC2)c1	u	-1	-17%	-5	6%	5%	u	27%	-35%[inhibitor]
COc1ccc(C2=NOC(COc3ccc([N+](=O)[O-])cc3)C2)cc1 (stereo not drawn)	-6%	7	2%	-17	-13%	-6%	-5%	-6%	-73%[inhibitor]
Cc1oc(-c2ccccc2Cl)nc1CSCC(=O)N1CCCC1	0%	3	-4%	25	u	9%	13µM*	-1%	i
CN(CCc1ccccc1)C(=O)c1ccc(NC(=O)Cc2cccc(NC(=O)C3CCN(C(=O)C4CCC4)CC3)c2)cc1	9%	7	7%	-1	0%	-8%	26%	0%	-27%
COc1ccc(CSc2nnc3[nH]c(=O)cc(N)n23)cc1	36%[activator]	-3	1%	-3	1%	u	-28%	-4%	i
Cc1ccc(NC(=O)c2cc([N+](=O)[O-])ccc2N2CCOCC2)cc1S(=O)(=O)N(C)C	63%[activator]	0	-16%	-3	2%	11%	11%	-4%	-12%
CS(=O)(=O)NCc1ccc(C(=O)NC2CCCCC2)cc1	0%	-10	0%	-24	-7%	-6%	-25%	11%	i
CCOC(=O)C1CCCN(C(=O)C2CCCN(S(=O)(=O)c3ccc4c(c3)oc(=O)n4C)C2)C1 (stereo not drawn)	21%	2	-19%	1	0%	-4%	18%	0%	i
CCCn1c2ccc(F)cc2c2nnc(SCCN3CCCCC3)nc21	24%&6%	-22&-23	0%&1%	u	-2%&-17%	37%	-13%&4%	-5%&1%	6%
CSc1ccccc1-c1cnc(NC(C)=O)cn1	7%	-7	4%	u	14%	-5%	-2%	-16%	-6%
Cc1cccc(C)c1-n1ncc(C(=O)N2CCN(c3ccccc3)CC2)c1C1CCN(C(=O)OC(C)(C)C)CC1	8%	-5	13%	x	-15%	x	8%	x	i
CN1CCN(C(=O)CN2C(=O)COc3ccc(S(=O)(=O)N4CCOCC4)cc32)CC1	2%	12	9%	7	u	-1%	7%	-6%	i
CCn1cc(C(=O)NCc2ccccc2)c(=O)c2cc(F)c(N3CCN(C(=O)c4ccco4)CC3)cc21	-18%	6	9%	31	u	-1%	29%	u	i
Cc1c(C(=O)NCc2cccnc2)oc2ccccc12	0%	10	-14%	-16	16µM*	-12%	5%	0%	i
CCOc1ccc(NC(=O)CSc2nncc(=O)[nH]2)cc1	9%	-5	-1%	-18	-3%	4%	-3%	8%	i
Cc1cc(=O)oc2c(C)c(OCC(=O)NCCc3ccc(S(N)(=O)=O)cc3)ccc12	77%[activator]	1	0%	-3	-18%	-1%	-19%	1%	i
CC(=O)Cc1nsc(NC(=O)c2oc(-c3ccccc3Cl)cc2C)n1	-2%	-5	-8%	0	8%	-3%	15%	-8%	-16%
O=C(O)C(Cc1ccccc1)N1Cc2ccccc2C1=O (stereo not drawn)	6%	0	-10%	1	-1%	-11%	6%	2%	i
COc1ccc(S(=O)(=O)N2CCCCCC2)cc1C(=O)N(C)Cc1ccc(C(C)(C)C)cc1	5.6µM*	11	-2%	2	u	8%	-8%	11%	-21%
COC(=O)N(NC(=O)C(O)(c1ccccc1)c1ccccc1)c1ccccc1	u	3	-21%	-7	-27%	0%	13%	9%	i
O=C(NC1CCCCC1)C1CCN(c2cnccn2)CC1	0%	-3	2%	-14	-8%	-9%	26%	-2%	i
COc1cccc(CNC(=O)COc2cc(O)c3c(c2)OC(C)(C)CC3=O)c1	-8%	-10	-8%	-14	-1%	11%	0%	3%	-7%
O=C(c1coc2ccc(O)c(CN3CCOCC3)c12)C1CC1	-14%	-6	22%	0	-5%	-4%	0%	1%	-10%
Cc1onc(-c2c(F)cccc2Cl)c1C(=O)N(C)CC(=O)Nc1cccc(F)c1	u	-4	-4%	-6	-16%	-9%	14%	0%	-4%
CCN(CC(=O)Nc1cc(Cl)ccc1C)C(=O)c1oc2ccc(OC)cc2c1C	u	-3	-3%	0	16µM*	4%	20%	-2%	-7%
O=C(Nc1cccc(C(F)(F)F)c1)C1CC(=O)N(CCc2ccccc2)C1 (stereo not drawn)	u	-5	-12%	-10	-17%	-9%	-19%	1%	-69%[inhibitor]
Cc1ccc(N2C(=O)CC(SCC(=O)Nc3ccc(S(N)(=O)=O)cc3)C2=O)cc1 (stereo not drawn)	-8%[7.66 µM]	4	-1%[7.66 µM]	2	20%	5%	19%[9.22 µM]	4%	-1%
CC(C)CN(C(=O)CCNC(=O)c1ccc(Cl)cc1)c1c(N)n(CC(C)C)c(=O)[nH]c1=O	12%	-12	14%	-17	u	-1%	-11%	1%[1.84 µM]	16%
COCCCn1c(SCC(=O)Nc2cccc(C(=O)OC)c2)nnc1-c1ccncc1	-11%	3	0%	18	17%	9%	2%	4%	i
COc1cccc(CNC(=O)CSC2=Nc3ccccc3N=C(c3ccc(F)cc3)C2)c1	-5%	-9	-2%	x	0%	1%	16%	x	i
CC1CC(Nc2cccc(O)c2)=CC(=O)O1 (stereo not drawn)	5%	0	-5%	-20	13%	-2%	11%	-15%	i
CCOC1=C2CN(S(=O)(=O)c3ccc(C)cc3)[C@H](c3cccs3)C[C@H]2n2c(=O)n(-c3ccccc3)c(=O)n2C1	13%	-2	6%	-14	6%	-3%	0%	8%	-1%
CC(=O)NCCNC(=O)CCCn1c(=O)[nH]c2ccsc2c1=O	-25%	-1	1%	x	29%	-3%	9%	x	i

These rows are one share of the data; the hit share may differ from the screen's.
